Compound activity: PubChem BioAssay, National Center for Advancing Translational Sciences (NCATS)
Akt phos inh: HTS Assay for Inhibitors of Akt Phophorylation: Primary Screen; AID 651550, 2012; activity change, % for hits at 50 µM; Neuro2A IGF-stimulated pAkt S473 HTRF, 20 min; stronger effect = lower value; actives 0.32% (n = 360,000); in the data active = activity change below about -80%; inconclusive = mostly about -51% to -80%; also: % is scaled to controls: 0 for no effect and ±100 for the full control effect
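Neuro2A cells in DMEM with 0.5% FBS, overnight at 37 deg C, given compound at single 50 µM final, then IGF (6 nM final) for 20 min at 37 deg C. Lysed; phospho-Akt Ser473 by HTRF after 24 h, 665/615 ratio.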
Nrf2 inh: Nrf2 qHTS screen for inhibitors; actives 2.1% (n = 360,000); Potency, µM (series often up to 46 µM), without a hit: top-dose activity change, negative = inhibition, actives largely listed as inhibitors; A549 ARE-Fluc reporter, luciferase luminescence, 18-24 h; also: potency is read from the fitted curve at half-maximal effect; % is scaled to controls: 0 for no effect and ±100 for the full control effect; nearly all actives have a fitted effect of over 60% in size
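Quantitative HTS in A549 cells stably bearing an antioxidant response element-firefly luciferase construct. Inhibition of Nrf2-driven transcription was scored by luminescence after 18-24 h of compound exposure at 37 °C.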
EPAC2 ag: qHTS for Agonist of cAMP-regulated guanine nucleotide exchange factor 4 (EPAC2): primary screen | Potency, µM (top dose mostly 154 µM), inactives show top-dose activation, usual class: activators | AID 720711, 2013 | Rap guanine nucleotide exchange factor 4 (Homo sapiens), Q8WZA2 | actives 0.079% (n = 360,000) | EPAC2 activation, biochemical qHTS; response scale: 100% = 6.5 mM cAMP response; also: potency is read from the fitted curve at half-maximal effect; nearly all actives have a fitted effect of over 50% in size
Target sequence (Q8WZA2 whole entry, looked up): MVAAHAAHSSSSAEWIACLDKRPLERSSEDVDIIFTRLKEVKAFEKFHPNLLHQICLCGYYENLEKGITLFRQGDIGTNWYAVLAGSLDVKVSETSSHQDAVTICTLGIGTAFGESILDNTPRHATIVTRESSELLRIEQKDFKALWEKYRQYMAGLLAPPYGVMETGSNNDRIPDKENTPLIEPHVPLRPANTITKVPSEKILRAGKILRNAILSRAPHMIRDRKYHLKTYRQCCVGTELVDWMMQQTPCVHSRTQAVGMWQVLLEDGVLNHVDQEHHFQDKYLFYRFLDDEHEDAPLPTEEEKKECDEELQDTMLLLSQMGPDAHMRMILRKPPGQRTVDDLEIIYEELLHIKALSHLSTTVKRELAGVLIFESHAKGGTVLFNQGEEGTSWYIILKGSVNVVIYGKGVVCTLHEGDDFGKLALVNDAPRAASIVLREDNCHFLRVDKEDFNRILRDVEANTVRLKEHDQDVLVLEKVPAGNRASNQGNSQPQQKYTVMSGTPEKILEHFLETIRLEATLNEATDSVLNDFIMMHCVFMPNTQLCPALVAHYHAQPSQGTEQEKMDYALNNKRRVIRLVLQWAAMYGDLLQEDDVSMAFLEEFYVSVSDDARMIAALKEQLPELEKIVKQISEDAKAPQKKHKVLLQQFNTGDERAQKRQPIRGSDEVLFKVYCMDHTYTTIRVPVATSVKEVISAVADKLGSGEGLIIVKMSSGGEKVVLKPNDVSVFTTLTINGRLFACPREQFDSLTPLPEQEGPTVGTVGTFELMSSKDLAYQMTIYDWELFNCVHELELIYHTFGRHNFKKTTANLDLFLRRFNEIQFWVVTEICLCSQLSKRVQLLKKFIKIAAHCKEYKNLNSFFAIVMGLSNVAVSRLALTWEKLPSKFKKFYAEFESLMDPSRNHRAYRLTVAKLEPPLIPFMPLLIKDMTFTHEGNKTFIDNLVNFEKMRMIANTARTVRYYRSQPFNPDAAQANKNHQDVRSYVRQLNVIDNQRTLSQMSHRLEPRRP
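Nucleotide exchange monitored as fluorescence drop when BODIPY-GDP leaves Rap1B. Reaction: 100 nM EPAC2, 250 nM RAP1B-BODIPY-GDP, 50 uM GDP, room temperature, kinetic read over 30 min. Activity expressed relative to 6.5 mM cAMP.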
TGFb SMAD3 inh: qHTS for Inhibitors of TGF-b; HepG2 CAGA-GFP TGF-b/SMAD3 reporter, GFP fluorescence, 18 h; TGF-beta stimulated, 500 pg/mL final; Potency, µM (highest dose often 46.1 µM), for inactives: top-dose activity, negative = inhibition, most hits filed as inhibitors; actives 1.2% (n = 410,000); AID 588855, 2011; also: potency is read from the fitted curve at half-maximal effect; % is scaled to controls: 0 for no effect and ±100 for the full control effect; nearly all actives have a fitted effect of over 65% in size
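Inhibition of TGF-beta-driven CAGA-GFP reporter expression in HEPG2 cells is measured by cellular GFP fluorescence after 18 h stimulation with 500 pg/mL recombinant TGF-beta in 1% FBS medium at 37 degrees C.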
EPAC2 antag: qHTS for Antagonist of cAMP-regulated guanine nucleotide exchange factor 2 (EPAC2): primary screen; Rap guanine nucleotide exchange factor 4 (Homo sapiens), Q8WZA2; EPAC2 GEF exchange of Rap1B-BODIPY-GDP, fluorescence; Potency, µM (titrated, usually from 114 µM), for inactives: at the highest dose activity, negative = inhibition, most hits filed as inhibitors; actives 0.18% (n = 360,000); also: potency is read from the fitted curve at half-maximal effect; % is scaled to controls: 0 for no effect and ±100 for the full control effect; nearly all actives have a fitted effect of over 45% in size; many of its hits are not listed in these tables
CCT chaperon mod: High-Throughput Screening for Modulators of Cytosolic Chaperonin Activity | purified chaperonin ATPase assay, HTRF ADP detection, 30 min | activity change, % (no concentration beside the values), hits read low | actives 0.3% (n = 360,000); in the data active = activity change below about -30%; also: % is scaled to controls: 0 for no effect and ±100 for the full control effect
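ATPase activity: ADP formed was measured by HTRF Transcreener (665/615 nm ratio) after 30 min at 37 deg C with 10 uM ATP. Compounds screened at one 76 uM concentration against 40 or 20 nM TRiC in Tris pH 7.4/KCl/MgCl2/DTT buffer.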
Mm-Cpn inhibitor: Inhibitors of TCP-1 ring complex (TRiC) of Methanococcus maripaludis (MmCpn): qHTS; purified Mm-Cpn ATPase, ADP Transcreener TR-FRET; Potency, µM (top dose mostly 76.9 µM), for inactives: at the highest dose activity, negative = inhibition, most hits filed as inhibitors; actives 0.031% (n = 330,000); also: potency is read from the fitted curve at half-maximal effect; % is scaled to controls: 0 for no effect and ±100 for the full control effect; nearly all actives have a fitted effect of over 80% in size
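ATPase turnover read by TR-FRET ADP competition (Eu cryptate antibody/ADP-d2, 665/590 nm): 10uM ATP final, 25nM Mm-CPN final, 30 min 37degC after 10-min compound preincubation, pH 7.4 Tris/KCl/MgCl2/DTT buffer.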
Nrf2 ARE act: qHTS of Nrf2 Activators; AREc32 ARE-luciferase reporter (MCF7-derived line), luminescence, 24 h; Potency, µM (series often up to 46.1 µM), inactives show at the highest dose activation, most hits filed as activators; actives 0.31% (n = 410,000); AID 624171, 2012; also: potency is read from the fitted curve at half-maximal effect; % of control where 0% means no effect; nearly all actives have a fitted effect of over 65% in size
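Each well held 1000 AREc32 cells, which were incubated with compound for 24 hr at 37 deg C after overnight attachment, and ARE reporter activity was quantified by firefly luciferase luminescence.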
A549 viability: Nrf2 qHTS screen for inhibitors: counterscreen for cytotoxicity. A549 ARE-Fluc cells, CellTiter-Fluor viability, 18-24 h. Potency, µM (top dose mostly 46 µM), inactives show top-dose activity change, negative = cytotoxicity, hits mostly inhibitors. actives 0.16% (n = 390,000). AID 504648, 2011; also: potency is read from the fitted curve at half-maximal effect; % is scaled to controls: 0 for no effect and ±100 for the full control effect
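A549 ARE_Fluc cells in 5% FBS OPTI-MEM were exposed to compounds in concentration-response for 18-24 h at 37 deg C. Viability was read by CellTiter-Fluor fluorescence (Ex 405/Em 525) after 30 min, before the luciferase read.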
Active calls of the source: *; i = inactive; ? = inconclusive; . = not tested or not shown; [ ] = dose if it differs, or a comment. Unless noted, calls follow the shape of the dose curve; as a rule, active = well fitted curve in the direction sought with a large enough effect; inconclusive = small, poorly fitted or top-dose-only effect, or another doubt; inactive = no such curve, though single readings can be large; an effect the other way counts as inactive or inconclusive.

SMILES	Akt phos inh	Nrf2 inh	EPAC2 ag	TGFb SMAD3 inh	EPAC2 antag	CCT chaperon mod	Mm-Cpn inhibitor	Nrf2 ARE act	A549 viability
Cn1nc(C(F)(F)F)c(C#N)c1N1CCN(c2ccc(F)cc2)CC1	.	12µM*	-19%[15.6 µM]	-1%	-2%	0.3	-1%	0.2%	-3%
CC1(C)C[C@@H](O)CC2(C1)C[C@]1(C)CC(O)[C@H]2C(C)(C)C1 (some centres undefined)	i	-14%	-9%	?	4%	-1.0	.	-0.8%	-10%
CC(C)(C)c1ccccc1NC(=O)c1cnn2c(C(F)F)cc(-c3ccccc3)nc12	.	14%	.	6%	.	.	.	0.4%	4%
CCOc1ccccc1N(CC(=O)NC1CCCC1)C(=O)CCCC(=O)Nc1ccccn1	i	-4%	4%	-24%	2%	-3.6	-1%	0.2%	-1%
Cc1cc(OCC(=O)Nc2ccc(-c3nc4cc(Cl)ccc4o3)cc2)cc(C)c1Cl	.	6%	.	12%	.	.	.	-0.8%	2%
COc1ccc(C)cc1-n1nnnc1SCc1nc(N)nc(N(C)C)n1	i	.	-3%	11µM*	-8%	-2.2	.	-0.7%	.
CCOC(=O)C1CCCN(C(=O)Nc2c(-c3ccccc3)noc2C)C1 (centres undefined)	i	-10%	2%	29%	20%	2.2	0%	-0.7%	-12%
N#CCCN(C(=O)COC(=O)C1CCN(S(=O)(=O)c2ccc3c(c2)OCCO3)CC1)c1ccccc1	i	8%	3%	0%	-4%	-6.2	1%	0.2%	-4%
CCOC(=O)C1CCN(C(=O)c2cc(OCC)c(OCC)c(OCC)c2)CC1	i	5%	-1%	4%	-5%	1.2	-1%	-0.9%	0%
CSc1ncccc1C(=O)N1CCCC(Nc2ccc(C)c(C)c2)C1 (centres undefined)	i	13%	1%	5%	-1%	-0.5	-2%	0.1%	5%
O=C(CNC(=O)c1ccc(Cl)cc1Cl)NCCCn1ccnc1	i	11%	0%	-1%	3%	1.0	0%	0.1%	-2%
CCN(C(=O)c1c(C)oc2ncnc(N3CCCCC3)c12)c1cc(C)ccc1C	.	-16%	.	-25%	.	.	.	-0.3%	-3%
C=CCn1c(CCNC(=O)c2ccccc2F)nnc1SCC(=O)Nc1ccccc1F	i	-1%	6%	6%	-5%	-0.2	2%	-0.2%	2%
CCN(CC)CCN1C(=O)c2oc3ccccc3c(=O)c2C1c1ccc(C)cc1 (centres undefined)	i	21%	4%	-16%	-5%	-1.7	0%	6.8%	-1%
COc1cc(NC2=CC(=O)CC(C)(C)C2)cc(OC)c1	i	3%	11%	-7%	3%	-4.4	0%	-0.5%	-3%
Cc1cccc(NC(=O)Cn2c(=O)n(Cc3ccccc3)c(=O)c3c(C)c(C)sc32)c1	i	3%	-5%	3%	16%	-1.5	1%	4.3%	-9%
CCCCNC(=O)CSc1nc2ccc(Nc3nc(N4CCOCC4)nc(N4CCOCC4)n3)cc2s1	i	-29%	-4%	-26%	25%	0.1	-1%	2.2%	3%
CCOC(=O)c1c(/N=C/c2cc(C)ccc2O)sc2c1CCN(C)C2	i	3%	11%	-2%	-7%	-1.5	-1%	0.2%	0%
COc1ccc(Cn2c(=O)n(-c3ccccc3C)c(=O)c3c4c(sc32)CN(C(C)=O)CC4)cc1	.	?	.	-3%	.	.	.	6.9%	-19%
CCCCCCc1nc2nc(Cl)c(Cl)nc2[nH]1	i	.	4%	4%	3%	-1.5	.	-0.1%	.
CCC(CC)CN1C(Nc2ccccc2)=NC[C@@H]1C	i	18%	2%	18%	11%	-0.6	3%	-0.4%	-4%
O=C(CN1CCN(Cc2ccccc2F)C1=O)NCc1ccccc1	.	26%	.	-1%	.	.	.	-0.1%	15%
CN(C)CCCOc1ccc(Cl)cc1Br	i	-9%	3%	-14%	8%	-3.5	-3%	0.4%	2%
Cn1cccc1C(=O)NCCc1ccc(Cl)cc1	i	?	10%	-9%	2%	-1.5	1%	-0.5%	-4%
COc1ccnc(CN(C)C(=O)C2CCC(=O)N(CCN(C)C)C2)c1 (centres undefined)	.	10%	1%	2%	6%	-0.9	-5%	0.2%	-2%
CC(=O)N1CCc2cc(S(=O)(=O)CCC(=O)O)ccc21	i	.	6%	-12%	-2%	-0.3	0%	-0.3%	0%
COC(=O)c1ccc(-n2c(C)cc(C(=O)CSc3ccc(NC(C)=O)cc3)c2C)cc1	i	7%	-3%	0%	-14%	-0.2	-2%	2.3%[9.22 µM]	9%
O=C1CN(C(=O)c2c(F)cccc2F)C(c2ccc(F)cc2)c2cc(F)ccc2N1 (centres undefined)	i	-6%	-7%	0%	2%	1.3	-1%	0.3%	-2%
COCCNC(=O)C1CCCN(C(=O)c2cc(C)n(C(C)(C)C)n2)CC1 (centres undefined)	i	.	6%	-20%	-1%	2.9	.	-0.4%[9.22 µM]	.
Cn1nnc(NCc2cc(Br)ccc2OCc2cccs2)n1	i	?	11%	-16%	-4%	-1.7	-6%	28%	-2%
Cc1cc(C)cc(-n2ncc3c2CCCC3NC(=O)c2cc(C)[nH]n2)c1 (centres undefined)	i	10%	11%	-17%	-8%	-1.4	1%	0.2%	-9%
COc1cccc(/C=N/NC(=O)c2cc3c(OC)ccc(OC)c3[nH]2)c1O	i	?	8%	?	5%	-0.4	1%	0.5%	3%
O=c1c(O)c(-c2cccs2)oc2ccccc12	i	-15%	?	1%	6%	0.0	-6%	13%	-9%
C=CCN1CCN(C(=O)c2oc3ccccc3c2C)CC1	i	?	0%	?	11%	2.0	0%	5.3%	10%
CC(NC(=O)CCC1COc2ccccc2O1)c1ccccc1 (centres undefined)	i	?	7%	-10%	-3%	0.6	1%	0.2%	2%
O=C(N[C@H](C(=O)O)c1ccccc1)C1CCC(Cn2cnc3ccccc3c2=O)CC1 (some centres undefined)	i	4%	9%	-16%	14%	0.7	3%	0.1%	-4%
O=C(N/N=C/C(Br)=C/c1ccccc1)c1ccccc1F	i	?	13%	-14%	-15%	-4.7	2%	13µM*	3%
COc1ccc2c(c1OC)C(=O)OC2Nc1ncccc1C (centres undefined)	i	.	11%	4%	9%	1.0	2%	-0.5%	8%
O=C(Nc1nnc(CCc2ccccc2)s1)C1CCCO1 (centres undefined)	i	7%	-5%	1%	-3%	0.7	1%	-0.4%	0%
Cc1nn(Cc2ccc(Cl)c(Cl)c2)c(C)c1NC(=O)c1cc(CC(C)C)on1	i	8.2µM*	-5%	?	-23%	-0.9	-2%	2.6%	?
CC1CCCN(S(=O)(=O)c2ccc(C(=O)Nc3nnc(-c4ccncc4)o3)cc2)C1 (centres undefined)	i	8.2µM*	4%	?	-19%	-1.8	-1%	-0.2%	?
CCOC(=O)Cn1c(=O)c(C#N)cn(C(C)C)c1=O	i	-7%	7%	4%	6%	0.1	-2%	-0.8%	-3%
Cc1cc(CNC(=O)c2ccc(C)c([N+](=O)[O-])c2)c2ccccc2n1	i	?	9%	0%	-2%	-7.1	0%	0.6%	-12%
CC(Cc1c[nH]c2ccccc12)C(=O)O (centres undefined)	i	-3%	5%	21%	2%	1.3	-7%	-0.4%	4%
CC(CC(=O)NCc1ccc(Cl)cc1)S(=O)(=O)c1ccc2c(c1)NC(=O)CO2 (centres undefined)	i	4%	1%	-1%	-6%	-0.6	1%	0.2%	1%
COc1ccc(N2CCN(CC(=O)c3ccccc3)CC2)cc1	i	11%	-3%	0%	5%	1.5	2%	0.2%	-2%
CCCCNC(=O)N1CCCC(N(C)CCc2ccc(OC)c(OC)c2)C1 (centres undefined)	i	1%	-8%	-3%	9%	1.0	-1%	-0.5%	-5%
CCC(C)(C)NC(=O)CN(CC1CCCO1)C(=O)CCC(=O)Nc1nccs1 (centres undefined)	i	3%	5%	16%	-2%	-3.2	1%	-1.0%	2%
CC(=O)N1C(c2ccccc2)CC(=O)OC1c1ccc2c(c1)OCO2 (centres undefined)	i	.	5%	4%	9%	1.8	-1%	-0.8%	10%
Cc1cccc(NC(=O)CC2SC(=NC3CCCCC3)NC2=O)c1 (centres undefined)	i	5%	7%	0%	-5%	-4.1	-1%	-0.6%	0%
O=S(=O)(/N=C/c1c(O)ccc2ccccc12)c1ccccc1	i	-2%	0%	-19%	16%	-2.2	0%	-0.2%	-8%
Cc1ccc(N(C(=O)Nc2ccccc2)C2=NCC(C)S2)cc1 (centres undefined)	i	6%	2%	5%	-2%	0.8	-3%	0.1%	-4%

One compound at a time (already shown):
`O=S(=O)(/N=C/c1c(O)ccc2ccccc12)c1ccccc1` is listed with Akt phos inh = i; Nrf2 inh = -2%; EPAC2 ag = 0%; TGFb SMAD3 inh = -19%; EPAC2 antag = 16%; CCT chaperon mod = -2.2; Mm-Cpn inhibitor = 0%; Nrf2 ARE act = -0.2%; A549 viability = -8%
`Cc1ccc(N(C(=O)Nc2ccccc2)C2=NCC(C)S2)cc1` (centres undefined) is listed with Akt phos inh = i; Nrf2 inh = 6%; EPAC2 ag = 2%; TGFb SMAD3 inh = 5%; EPAC2 antag = -2%; CCT chaperon mod = 0.8; Mm-Cpn inhibitor = -3%; Nrf2 ARE act = 0.1%; A549 viability = -4%

Some of the compounds tested. The share of hits here may be higher or lower than overall.
